PP1 inh: PP1-alpha (human) inhibition in PP5 counter-screen. P62136. purified PP1alpha, OMFP fluorescence. inhibition, % at 6.7 µM. actives 0.9% (n = 320,000);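 active means inhibition above the mean inhibition of all tested compounds plus 3 SD, computed separately for each screening campaign, cut at about 15% in these data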
proCasp3 act: procaspase-3 (human) activation | recombinant procaspase-3 D3A, Ac-DEVD-pNA absorbance 405 nm | actives 0.11% (n = 330,000) | activation, % at 8.5 µM;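 active means activation above the mean of all tested compounds plus 3 SD, cut at about 21% in these data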;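 further: 0% = DMSO alone and 100% = DMSO wells spiked with extra 5 µM PC-3 D3A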
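System: Procaspase-3 D3A mutant. Medium: Zinc-free 300 mM NaCl, 50 mM HEPES, 0.01% Triton X-100. Schedule: 1 h preincubation plus 2 h reaction at 25 °C. Measured by: 405 nm absorbance of p-nitroaniline, reads at 0 and 120 min. Read-out: percent activation relative to control range.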
procasp7 counter: counter-screen: procaspase-7 (human) activation | activation, % at 8.5 µM | P55210 | actives 0.093% (n = 330,000) | recombinant procaspase-7, Ac-DEVD-pNA absorbance 405 nm; D23A/D198A/D206A triple mutant, cannot self-cleave; scale: DMSO 0, 5 µM enzyme 100;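 active means percent activation above the screen-wide mean plus 3 SD, cut at about 25% in these data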
Target sequence (P55210 whole entry D23A/D198A/D206A): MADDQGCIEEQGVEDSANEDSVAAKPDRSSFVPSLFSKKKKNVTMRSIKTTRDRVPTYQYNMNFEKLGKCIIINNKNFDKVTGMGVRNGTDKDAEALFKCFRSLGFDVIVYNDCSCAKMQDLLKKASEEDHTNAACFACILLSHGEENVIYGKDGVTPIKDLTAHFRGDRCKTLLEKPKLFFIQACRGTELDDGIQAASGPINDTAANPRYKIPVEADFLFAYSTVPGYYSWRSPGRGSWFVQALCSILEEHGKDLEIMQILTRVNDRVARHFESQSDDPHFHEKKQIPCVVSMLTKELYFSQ
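Detection: p-Nitroaniline absorbance at 405 nm, read at 0 and 120 min; system: Uncleavable procaspase-7 mutant enzyme; evaluation: % activation from two-timepoint absorbance difference, scaled to controls; times: 1 h enzyme–compound preincubation and 2 h substrate reaction, both 25 °C; buffer or medium: Zinc-free HEPES pH 7.4 with 300 mM NaCl, 0.01% Triton X-100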
VLA-4 inh: inhibition in a human VLA-4 binding assay. P13612. VLA-4 expressing cells, ligand binding flow cytometry. inhibition, % (about 7 µM as worked out from the volumes in the protocol). actives 0.2% (n = 330,000); in the data active means inhibition above about 50%
PP5 primary: blocks human protein phosphatase 5 activity | purified PP5c, OMFP substrate fluorescence | AID 1987 | inhibition, % at 6.7 µM | actives 0.18% (n = 320,000) | P53041;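 active means inhibition above the campaign's mean inhibition across all tested compounds plus 3 SD, cut at about 9.5% in these data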;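 further: 0% = DMSO only and 100% = 100 µM cantharidin control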
Target sequence (P53041 whole entry, looked up): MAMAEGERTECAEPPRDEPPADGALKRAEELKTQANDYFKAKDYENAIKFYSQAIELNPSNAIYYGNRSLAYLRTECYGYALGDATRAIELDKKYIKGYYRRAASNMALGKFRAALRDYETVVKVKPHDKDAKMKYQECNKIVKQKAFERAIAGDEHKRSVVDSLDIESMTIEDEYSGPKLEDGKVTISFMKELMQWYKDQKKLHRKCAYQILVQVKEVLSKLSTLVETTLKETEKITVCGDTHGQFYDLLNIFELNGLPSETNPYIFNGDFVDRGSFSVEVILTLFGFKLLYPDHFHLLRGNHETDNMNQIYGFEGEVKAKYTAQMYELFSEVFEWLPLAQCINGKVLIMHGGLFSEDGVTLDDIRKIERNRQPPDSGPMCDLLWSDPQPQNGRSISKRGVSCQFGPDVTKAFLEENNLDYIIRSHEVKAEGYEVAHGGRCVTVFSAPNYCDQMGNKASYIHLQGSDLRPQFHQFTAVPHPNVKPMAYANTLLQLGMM
JMJD2C inh: blocks human GASC-1 demethylase activity | Q9H3R0 | actives 0.069% (n = 330,000) | inhibition, % at 2.35 µM | AID 2099 | GST-JMJD2C(1-420) H3K9me3 demethylation, DELFIA europium;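 active means more than half of a compound's replicate wells show inhibition beyond 50%, single wells judged on their own value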;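 further: signal counts dimethyl H3K9 product captured on neutravidin plate; 0% = median of DMSO wells and 100% = 0.3 times that DMSO median; strong numbers were not always called active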
GRK2 inh: blocks RNA aptamer binding to human GRK2; P25098; bead flow cytometry, FAM-aptamer displacement from GRK2; inhibition of aptamer binding, % at 10 µM; actives 0.59% (n = 330,000);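 active means inhibition of aptamer binding above 40%, roughly 3 SD of noise, on plates passing a quality check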;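 further: median bead fluorescence of bound FAM aptamer so fluorescent compounds give negative values; no value below 0 was filed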
Fh CTSL1 inh: blocks F. hepatica cathepsin L1 in PFM18AAP counter-screen; inhibition, % at 5.96 µM; actives 0.49% (n = 300,000); recombinant F. hepatica cathepsin L1, Z-Leu-Arg-MCA fluorescence; AID 1906;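 active means inhibition above the mean of all tested compounds plus 3 SD, set per screening campaign, cut at about 17% in these data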;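 further: 0% = plate median of test compound wells and 100% = 1 µM Z-Phe-Ala-diazomethylketone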
core dimer inh: HCV core protein dimerization inhibition; inhibition, % at 5 µM; AID 1899; actives 0.33% (n = 300,000); TR-FRET GST/Flag-core106 dimerization, 1536-well;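 active means inhibition above the mean of all tested compounds plus 3 SD, set per screening campaign, cut at about 45% in these data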
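test system = GST/Flag-tagged HCV core106 proteins | probe or stimulus = Eu donor and XL665 acceptor anti-tag antibodies | times = compound-protein-antibody incubation 4 h at 22.5 °C | signal = TR-FRET, excitation 340 nm, emission 617 and 671 nm | measure = percent inhibition of core106 dimerization signal | controls = wells lacking GST-core106 and wells with excess unlabelled core106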
* hit, by the source's call; i = inactive; nt = no result given.

Start of the data: the first 15 records, ahead of the listing:
SMILES | PP1 inh | proCasp3 act | procasp7 counter | VLA-4 inh | PP5 primary | JMJD2C inh | GRK2 inh | Fh CTSL1 inh | core dimer inh
CC(C)c1ccc(S(=O)(=O)N2CCN(C(=O)CN3C(=O)NC4(CCCC4)C3=O)CC2)cc1 | -3 | 2 | 4 | 11 | 2.7 | -5 | 0 | 1 | 9
Cc1cc(-n2c(C)cc(C(=O)CSc3ccccn3)c2C)no1 | nt | -9 | -24 | -7 | nt | 6 | 0 | nt | nt
Cn1c(=O)c2c(SCC(=O)c3ccccc3)nc(C3CC3)nc2n(C)c1=O | 1 | -2 | 0 | -4 | -0.5 | -11 | 1 | 2 | 17
CCCCn1c(=O)c2ccccc2n2c(=S)[nH]nc12 | 1 | -2 | -12 | 3 | 1.2 | 15 | 0 | 1 | 3
CCNC(=S)Nc1cccc(F)c1C | -6 | -6 | 7 | 3 | -0.4 | 0 | 0 | 0 | -1
CCOC(=O)C1CCCN(S(=O)(=O)c2c(C(=O)N3CCCCC3)c(C)n(C)c2C)C1 (centres undefined) | -4 | 0 | 4 | -3 | -0.7 | -1 | 1 | 0 | 6
COCCCN1C(=O)/C(=C\c2cccs2)C(C(=O)OC)=C1C | -7 | -1 | -2 | -3 | 0.3 | -1 | 1 | 3 | -4
Cc1cccc(-[n+]2c(-c3cccc(Br)c3)[nH]c3nc4ccccc4nc32)c1 | -9 | 5 | -2 | 30 | 1.9 | 0 | 0 | 5 | 14
CCN(CC(F)(F)C(F)F)S(=O)(=O)c1ccc(NC(=O)OC)cc1 | 0 | 9 | 8 | 12 | 2.6 | -1 | 1 | -16 | 0
O=C(Cc1cc(=O)[nH]c(=O)[nH]1)N1CCC(Cc2ccccc2)CC1 | 3 | 10 | 4 | 3 | -1.4 | 3 | 1 | 5 | 15
COc1ccc(C)cc1NC(=O)C(NCC(O)c1ccccc1)c1ccccc1 (centres undefined) | 1 | 4 | -7 | -1 | 1.2 | 0 | 11 | -3 | -1
Cc1cc(C)c2sc(NC(=O)C3CC3)nc2c1 | 9 | -3 | -7 | -10 | 5.9 | 2 | 0 | 1 | -12
CN(C)c1cc(-c2ccc(Cl)cc2)oc(=O)c1Cl | -1 | 7 | 5 | -17 | -0.9 | 5 | 0 | 5 | -2
CCN(CC)CCN(C)C(=O)CCc1nnc(-c2ccc(C)s2)o1 | -2 | 4 | -4 | 0 | -1.0 | 7 | 0 | -1 | -5
CN1CC(=O)N(C)c2ncn(Cc3ccccc3)c2C1=O | -1 | 1 | 2 | -5 | -1.2 | 4 | 6 | 5 | -11

This part in full (from the top)
SMILES | PP1 inh | proCasp3 act | procasp7 counter | VLA-4 inh | PP5 primary | JMJD2C inh | GRK2 inh | Fh CTSL1 inh | core dimer inh
CC(C)c1ccc(S(=O)(=O)N2CCN(C(=O)CN3C(=O)NC4(CCCC4)C3=O)CC2)cc1 | -3 | 2 | 4 | 11 | 2.7 | -5 | 0 | 1 | 9
Cc1cc(-n2c(C)cc(C(=O)CSc3ccccn3)c2C)no1 | nt | -9 | -24 | -7 | nt | 6 | 0 | nt | nt
Cn1c(=O)c2c(SCC(=O)c3ccccc3)nc(C3CC3)nc2n(C)c1=O | 1 | -2 | 0 | -4 | -0.5 | -11 | 1 | 2 | 17
CCCCn1c(=O)c2ccccc2n2c(=S)[nH]nc12 | 1 | -2 | -12 | 3 | 1.2 | 15 | 0 | 1 | 3
CCNC(=S)Nc1cccc(F)c1C | -6 | -6 | 7 | 3 | -0.4 | 0 | 0 | 0 | -1
CCOC(=O)C1CCCN(S(=O)(=O)c2c(C(=O)N3CCCCC3)c(C)n(C)c2C)C1 (centres undefined) | -4 | 0 | 4 | -3 | -0.7 | -1 | 1 | 0 | 6
COCCCN1C(=O)/C(=C\c2cccs2)C(C(=O)OC)=C1C | -7 | -1 | -2 | -3 | 0.3 | -1 | 1 | 3 | -4
Cc1cccc(-[n+]2c(-c3cccc(Br)c3)[nH]c3nc4ccccc4nc32)c1 | -9 | 5 | -2 | 30 | 1.9 | 0 | 0 | 5 | 14
CCN(CC(F)(F)C(F)F)S(=O)(=O)c1ccc(NC(=O)OC)cc1 | 0 | 9 | 8 | 12 | 2.6 | -1 | 1 | -16 | 0
O=C(Cc1cc(=O)[nH]c(=O)[nH]1)N1CCC(Cc2ccccc2)CC1 | 3 | 10 | 4 | 3 | -1.4 | 3 | 1 | 5 | 15
COc1ccc(C)cc1NC(=O)C(NCC(O)c1ccccc1)c1ccccc1 (centres undefined) | 1 | 4 | -7 | -1 | 1.2 | 0 | 11 | -3 | -1
Cc1cc(C)c2sc(NC(=O)C3CC3)nc2c1 | 9 | -3 | -7 | -10 | 5.9 | 2 | 0 | 1 | -12
CN(C)c1cc(-c2ccc(Cl)cc2)oc(=O)c1Cl | -1 | 7 | 5 | -17 | -0.9 | 5 | 0 | 5 | -2
CCN(CC)CCN(C)C(=O)CCc1nnc(-c2ccc(C)s2)o1 | -2 | 4 | -4 | 0 | -1.0 | 7 | 0 | -1 | -5
CN1CC(=O)N(C)c2ncn(Cc3ccccc3)c2C1=O | -1 | 1 | 2 | -5 | -1.2 | 4 | 6 | 5 | -11
Cc1ccc2c(c1)cc(CN(Cc1cccs1)C(=O)c1ccco1)c1nnnn12 | 5 | 3 | 6 | i | 2.2 | 0 | 2 | -2 | 16
Cc1sc2ncnc(N3CCC(C(=O)Nc4ccc(OC(F)F)c(Cl)c4)CC3)c2c1C | nt | -9 | 0 | -2 | nt | 10 | 0 | nt | nt
COCCn1cc(C(=O)NCCCN2CCC(C)CC2)c2c3ccccc3n(C)c2c1=O | 1 | 6 | 12 | 2 | 0.7 | 3 | 0 | 2 | 0
O=C(COC(=O)c1cccs1)c1ccc2c(c1)OCCO2 | -1 | -3 | -6 | 6 | 0.1 | 6 | 0 | -2 | -2
O=S(=O)(Nc1ccncc1)c1ccc(Cl)cc1 | -4 | -3 | -2 | 8 | 2.2 | 12 | 2 | 6 | -1
O=C1N[C@@H](Cc2c[nH]c3ccccc23)COC(=O)[C@H](Cc2ccc(F)cc2)C/C=C\C[C@H]1CC(=O)N(CCO)Cc1ccccc1 | nt | 5 | 0 | -4 | nt | -4 | 0 | nt | nt
O=C(CSc1nc(-c2ccccc2)cs1)NCc1ccco1 | 2 | -1 | 7 | 4 | 3.0 | 7 | 7 | -2 | 6
Cc1ccc(NC(=O)/C(=C\c2cccc([N+](=O)[O-])c2)NC(=O)c2cccs2)cc1 | 24* | -4 | 2 | 9 | -2.5 | 2 | 1 | 1 | 17
CCCn1nnnc1COc1ccc(C(N)=O)cc1 | -3 | 5 | 2 | 36 | 0.3 | -24 | 0 | 0 | 3
CCC(C)Sc1cc(-c2nc3cc(C)ccn3c2NC2CCCCC2)ccc1OC (centres undefined) | nt | 7 | -1 | -141 | nt | nt | 0 | nt | nt
COc1cc(OC)c(C2=NOC(C(=O)Nc3ccc4c(c3)OCO4)C2)cc1Cl (centres undefined) | -3 | 7 | 2 | 9 | -0.2 | 0 | 1 | 0 | 5
N#Cc1ccccc1COC(=O)c1cccnc1N | 1 | 4 | 7 | 10 | 0.3 | 15 | 1 | 2 | -4
CC(Cc1ccccc1)NC(=O)CCCN1C(=O)c2ccccc2C1=O (centres undefined) | -1 | 4 | -2 | 2 | 2.1 | -8 | 0 | -3 | 4
CCCc1cc(=O)oc2cc(C)cc(OCC(=O)Nc3ccccn3)c12 | 0 | 6 | 4 | 19 | 2.5 | -20 | 0 | 5 | -8
Clc1cccc(OCCOCCN2CCNCC2)c1Cl | -3 | -8 | -3 | 7 | 1.1 | 4 | 0 | -3 | -3
CCOC(=O)N1CCC(NC(=O)CS(=O)(=O)Cc2nc(-c3ccccc3Cl)oc2C)CC1 | -2 | 6 | -5 | -2 | -0.6 | 4 | 2 | 3 | -1
CCCc1nc2ccccc2c(=O)n1/N=C/c1ccccc1O | -3 | -3 | -29 | 91* | 2.8 | 9 | 0 | 0 | 6
COc1ccccc1C(=O)Nc1c(C(=O)N(CCN(C)C)Cc2ccco2)oc2ccccc12 | -1 | 5 | 4 | 5 | -0.3 | 3 | 0 | 4 | -8
CN1C(=O)/C(=C/c2cccc(Cl)c2)Sc2ccc(C(=O)N3CCOCC3)cc21 | 0 | 0 | 3 | 27 | 3.3 | -5 | 1 | 3 | 10
CC(C)(Oc1ccc(Cl)cc1)C(=O)NC1CCCCC1 | -10 | 1 | 13 | -13 | 7.7 | 13 | 4 | 15 | -4
O=C1CCc2ccccc2O1 | nt | -1 | 0 | 9 | nt | nt | 0 | nt | nt
COc1cccc(CNC(=S)Nc2cc(C)cc(C)c2)c1 | 0 | 6 | -3 | 5 | -0.5 | -1 | 1 | 5 | 4
CCC1CN(C(=O)Nc2cccc(C)c2)c2cc(C)ccc2O1 (centres undefined) | -1 | -5 | -3 | 13 | -0.4 | 5 | 6 | -3 | 1
CCC(C)c1ccccc1N1CC(C(=O)Nc2ccc(S(=O)(=O)N3CCOCC3)cc2)CC1=O (centres undefined) | -3 | -4 | 4 | 33 | -1.3 | 3 | 2 | 0 | 3
O=C(NC1CCN(Cc2ccccc2)CC1)c1cccc(OC(F)F)c1 | -2 | -4 | 2 | 11 | -1.2 | -27 | 0 | -3 | 0
CC(C)CC(=O)Nc1ccccc1Oc1ccccc1 | 1 | 4 | 3 | -4 | -3.5 | nt | 3 | 0 | 1
COc1ccccc1CC(=O)N1CCN(c2ccc([N+](=O)[O-])cc2)CC1 | -2 | -6 | -9 | 28 | -3.1 | -6 | 2 | -2 | 1
COc1ccc(OCCOC(=O)c2ccc(F)c(S(=O)(=O)N3CCOCC3)c2)cc1 | 0 | 9 | -6 | 1 | 1.0 | -3 | 2 | nt | nt
CCOC(=O)CNC(=O)CSc1nnc(-c2ccco2)n1N | 0 | 5 | 6 | -5 | 0.0 | -6 | 0 | 6 | 1
COC(=O)c1c(NC(=O)CSc2nncs2)sc2c1CCCCC2 | 3 | 0 | -1 | 17 | 5.8 | -32 | 6 | 1 | 13
Cc1ccc(S(=O)(=O)N(C)CC(=O)OCC(=O)NCCN2C(=O)CSC2=O)cc1 | -5 | 1 | -1 | -6 | 1.3 | 5 | 0 | nt | nt
COc1cccc(OC)c1C(=O)Nc1ccc(N2CCN(C(=O)c3cccs3)CC2)cc1 | 2 | 4 | 1 | -6 | 0.6 | 4 | 0 | -3 | 5
O=[N+]([O-])c1ccc(S(=O)(=O)Nc2cccc(-c3ccc(N4CCCC4)nn3)c2)cc1 | 4 | -2 | -10 | 11 | 1.4 | -7 | 3 | 5 | 12

Screening data: PubChem BioAssay, several laboratories
